# NCI-60 one-dose screen, 48 h, at 10 µM unless noted. Numbers give growth in % (100 = growth as untreated, 0 = no growth, -100 = all killed).
# SK-OV-3: SK-OV-3 ovarian cancer cells. actives 3.2% (n = 80,000)
# OVCAR-3: OVCAR-3 ovarian cancer; actives 7% (n = 79,000)
# OVCAR-8: OVCAR-8 ovarian cancer | actives 4.4% (n = 81,000) | AID 1794782
# IGROV1: IGROV1 ovarian cancer; actives 4.7% (n = 79,000); AID 1794786
# DU-145: DU-145 prostate cancer | actives 4.2% (n = 81,000)
# OVCAR-5: OVCAR-5 ovarian cancer | AID 1794783 | actives 2.9% (n = 82,000)
# OVCAR-4: OVCAR-4 ovarian cancer cells | actives 3.7% (n = 80,000) | AID 1794784
# NCI/ADR-RES: NCI/ADR-RES ovarian cells; actives 4.4% (n = 81,000)
# The depositor's hits bear a star; x = no result given; [ ] = another dose, or the depositor's remark. How the source made its calls: active means growth percent below 10; inactive means the rest.
SMILES	SK-OV-3	OVCAR-3	OVCAR-8	IGROV1	DU-145	OVCAR-5	OVCAR-4	NCI/ADR-RES
Cc1ccc(S(=O)(=O)N(CC[C@@H]2C[C@H]2c2cc3ccccc3o2)C(=O)NC2CCCCC2)cc1	x	104	99	96	107	96	93	87
C1CCC(OCCOC2CCCCO2)OC1 (stereo not drawn)	100	119	108	119	137	107	118	98
O=C1C=Cc2ccccc2/C1=C/c1[nH]c(=O)[nH]c1O	33	-32*	45	33	54	87	41	68
C1CCC([PH+](C2CCCCC2)C2CCCCC2[PH+](C2CCCCC2)C2CCCCC2)CC1.[Au].[CH-]1CCCCC1C1CCCC[N-]1 (stereo not drawn)	-66*	-92*	-6.1*	-39*	-53*	-69*	-5.2*	9.9*
CCOC(=O)n1cc(-c2nonc2-c2cn(C)c3ccc(Br)cc23)c2cc(Br)ccc21	101	106	94	102	106	85	97	96
CCCCCC(C)(C)O	x	74	96	112	107	98	99	104
CCOC(=O)Cn1c(C)cc(C)c(C#N)c1=O	114	x	106	103	107	100	108	102
COc1nc(N)nc(-n2c(-c3ccc(C)cc3)nc3ccccc32)c1NCc1ccc(C)cc1	110	111	94	80	103	89	95	90
c1ccc(CN2OCc3[nH]nc(-c4ccccc4)c3[C@@H]2c2ccccc2)cc1	109	108	99	91	110	93	82	90
COc1ccccc1Cn1ccc2c1-c1[nH]c(=O)c(S(=O)(=O)c3ccccc3)cc1CCC2	99	105	89	113	103	95	114	94
O=C(CC12CC3CC(CC(C3)C1)C2)NCCOCCOCCNC(=O)c1cc2c(o1)C(=O)c1ccccc1C2=O	x	-41*	-2.3*	-44*	-96*	-97*	-99*	-25*
C=S(=C)(Nc1ccc(-c2cc(-c3ccccc3F)on2)cc1)c1ccc(C)cc1	97	97	97	87	98	109	79	93
COc1ccc(CN2CCc3c([nH]c(=O)[nH]c3=O)C2)c(OC)c1	92[100 µM]	98[100 µM]	95[100 µM]	110[100 µM]	109[100 µM]	100[100 µM]	99[100 µM]	111[100 µM]
COc1ccc(OC)c(Nc2nc3nonc3nc2Nc2cc(OC)ccc2OC)c1	46	26	48	95	56	92	-28*	45
COc1cc(NC(=O)[C@@H]2[C@H]3C=C[C@]4(CN(CCc5c[nH]c6ccccc56)C(=O)[C@@H]24)O3)cc(OC)c1	96[50 µM]	78[50 µM]	100[50 µM]	71[50 µM]	95[50 µM]	90[50 µM]	79[50 µM]	92[50 µM]
N=C(N)c1ccc(C(=O)NCc2cccnc2)cc1	89	108	31	101	114	102	117	91
CC(=O)NC(CS(=O)(=O)Cc1ccc([N+](=O)[O-])cc1)C(=O)O (stereo not drawn)	107	114	102	101	112	112	x	111
CCCCNS(=O)(=O)c1ccc(C)cc1	110	102	103	114	104	96	104	103
N#Cc1ccc(C(=O)Nc2nc3ccc(OC(F)(F)F)cc3o2)cc1	113	106	106	147	x	104	96	110
O=S(=O)(O)CCCS(=O)(=O)O	110	117	109	118	102	111	122	105

# Some values from the list.
# Result of C=S(=C)(Nc1ccc(-c2cc(-c3ccccc3F)on2)cc1)c1ccc(C)cc1 under OVCAR-3: 97
# Result of C1CCC([PH+](C2CCCCC2)C2CCCCC2[PH+](C2CCCCC2)C2CCCCC2)CC1.[Au].[CH-]1CCCCC1C1CCCC[N-]1 (stereo not drawn) under DU-145: -53*
# Result of COc1ccc(OC)c(Nc2nc3nonc3nc2Nc2cc(OC)ccc2OC)c1 under OVCAR-4: -28*
# Result of Cc1ccc(S(=O)(=O)N(CC[C@@H]2C[C@H]2c2cc3ccccc3o2)C(=O)NC2CCCCC2)cc1 under OVCAR-3: 104
# Result of COc1cc(NC(=O)[C@@H]2[C@H]3C=C[C@]4(CN(CCc5c[nH]c6ccccc56)C(=O)[C@@H]24)O3)cc(OC)c1 under OVCAR-8: 100[50 µM]

# The list continues.
SMILES	SK-OV-3	OVCAR-3	OVCAR-8	IGROV1	DU-145	OVCAR-5	OVCAR-4	NCI/ADR-RES
OCc1ccnc2ccccc12	109	101	103	114	113	96	112	103
CC(Cc1ccccc1)[N+](C)(C)C (stereo not drawn)	123	122	101	100	115	102	109	105
CCOC(=O)CC1CSC(Nc2ccc(C(=O)O)cc2)=N1 (stereo not drawn)	114	113	106	111	114	113	108	103
CSCCC(N)C(=O)O (stereo not drawn)	102	115	102	106	108	88	x	97
CCN1CCN(c2oc(-c3ccc(Cl)cc3)nc2C#N)CC1	115	109	101	92	103	97	96	93
Cc1nn(-c2ccc(Cl)cc2)c2c1C(c1ccccc1)C(C#N)=C(N)O2 (stereo not drawn)	86	106	100	83	106	106	99	97
CC1=CC(=O)C2=C(C)CC(OS(=O)(=O)c3ccc(C)cc3)[C@@H]3[C@H](OC(=O)[C@@H]3C)[C@@H]12 (stereo partly drawn)	103	100	95	95	96	101	94	92
Cn1cc(-c2csc(-c3c[nH]c4ccc(Br)cc34)n2)c2ccnc(Cl)c21	78	77	64	66	43	114	54	66
CCOC(C)C(Nc1ccc(C(=O)O)cc1)C(=O)Nc1ccc(C(=O)O)cc1 (stereo not drawn)	78	99	103	97	105	97	112	101
CCN(CC)CCn1cnc2c1c(=O)n(C)c(=O)n2C	103	107	98	114	103	106	101	106
CC(C)=NOC(=O)Nc1ccc(F)cc1	97	97	103	100	119	96	96	99
COc1ccc(Cl)cc1NC(=O)c1cc2c(n1C)-c1nc(N)sc1CCC2	92	95	94	91	89	108	29	87
CCCCS(=O)(=O)Nc1ccc(C(=O)NNC(C)=O)cc1	102	111	101	103	118	96	114	108
NCCN1CCOCC1	110	120	112	103	125	111	95	113
CC(=O)Nc1cc2c(cc1Br)-c1ccccc1C2	104	94	93	65	103	91	97	94
CN(C)CCN1C(=O)c2ccc3c4c(ccc(c24)C1=O)C(=O)N(CCN=C=S)C3=O	-97*	-96*	-89*	-64*	-97*	x	-94*	-57*
COc1cc2c(=O)n(CCN(C)C)c3c4cc5c(cc4ccc3c2cc1OC)OCO5	-5.1*	-42*	11	-16*	3.6*	-18*	5.1*	2.9*
COc1cc(-c2nnc(/C=C/c3cn(-c4ccccc4)nc3-c3ccc(C)cc3)o2)cc(OC)c1OC	74	96	90	99	90	85	62	79
c1ccc(-c2c(-c3ccccc3)[n+](Cc3ccc4ccccc4c3)c(-c3ccc(-c4nc5ccccc5s4)cc3)n2Cc2ccc3ccccc3c2)cc1	-97*	-89*	-85*	-85*	-95*	-93*	-63*	-52*
Cc1ccc(CNc2ncnc3c2cnn3C2CCCCO2)cc1 (stereo not drawn)	103	108	104	90	106	96	106	109
CC(=O)OCCOc1cc(Cl)c(Cl)cc1Cl	107	118	103	130	105	91	108	105
C=C(C)P(=O)(OC(C)CCl)OC(C)CCl (stereo not drawn)	108	112	104	102	105	108	101	107
CCN1CCN(CC(=O)Nc2nc3ccc(NCc4ccc([N+](=O)[O-])cc4)cc3s2)CC1	105	98	97	95	102	96	89	95
COc1cc(OC)c([N+](=O)[O-])cc1Cl	108	114	104	138	120	98	111	99
O=C1/C(=C/c2cn(-c3ccccc3)nc2-c2ccccc2)SC(=S)N1C1CCCCC1	108	117	103	103	106	108	98	102
C(=C(\C1=NCCN1)n1ccc2ccccc21)/c1ccccc1	105	104	97	93	103	93	103	98
NS(=O)(=O)c1ccc(N/N=C(\CS(=O)(=O)c2ccccc2)c2cc3ccccc3o2)cc1	x	112	94	98	108	94	x	102
O=C(NCCN1CCOCC1)c1cncnc1Nc1ccc2c(ccn2Cc2cccc(F)c2)c1	100	104	103	91	109	94	105	99
CC(C)C1=C[C@@]23CC[C@@H]4[C@](C)(CCC[C@]4(C)C(=O)NCc4ccccc4)[C@H]2C[C@@H]1[C@H]1C(=O)CCC(=O)[C@H]13	105	87	75	91	98	84	47	74
CC(C)(C)c1ccc(C(=O)N2CCOC23CCCCC3)cc1	98	108	96	106	102	91	97	100
Cn1c(O)c(C=Nc2ccc(S(N)(=O)=O)cc2)c2ccccc21	149	125	101	115	95	113	87	111
Cc1ccc(-c2onc3ccc(C(=O)Nc4cccc(C(F)(F)F)c4)cc23)cc1	97	91	93	106	103	123	84	97
CC(=O)Oc1ccccc1[N+](=O)[O-]	96	101	112	115	106	109	105	110
O=C(CC(C(=O)c1ccccc1)N1CCOCC1)c1ccccc1 (stereo not drawn)	98	x	97	106	101	96	106	98
Cn1c(O)c(N=NC(=O)c2ccco2)c2ccccc21	95	99	101	69	103	106	87	88
OC(CCN1CCCC1)(c1ccccc1)C1CCCCC1 (stereo not drawn)	120	105	104	x	108	x	104	105
COc1ccc(/C=C/c2nn3c(-c4cccc(Br)c4)nnc3s2)cc1	107	x	100	106	107	108	103	101
Nc1nc(N)c2c(n1)NC(c1ccc(Cl)cc1)CC(c1ccc(Nc3nc(NCCO)nc(Nc4ccc(Cl)cc4)n3)cc1)=N2 (stereo not drawn)	100	x	18	37	0.4*	85	35	56
C=CCNc1ccccc1C	116	124	93	80	134	93	107	98
CCCCCC1C(C)=CC(C)=C(C)C1(C)CN(C)C (stereo not drawn)	113	130	111	117	114	95	104	98

# Five entries drawn at random from the list so far, as already listed:
SMILES	SK-OV-3	OVCAR-3	OVCAR-8	IGROV1	DU-145	OVCAR-5	OVCAR-4	NCI/ADR-RES
Cn1c(O)c(N=NC(=O)c2ccco2)c2ccccc21	95	99	101	69	103	106	87	88
COc1cc(OC)c([N+](=O)[O-])cc1Cl	108	114	104	138	120	98	111	99
C(=C(\C1=NCCN1)n1ccc2ccccc21)/c1ccccc1	105	104	97	93	103	93	103	98
Nc1nc(N)c2c(n1)NC(c1ccc(Cl)cc1)CC(c1ccc(Nc3nc(NCCO)nc(Nc4ccc(Cl)cc4)n3)cc1)=N2 (stereo not drawn)	100	x	18	37	0.4*	85	35	56
OC(CCN1CCCC1)(c1ccccc1)C1CCCCC1 (stereo not drawn)	120	105	104	x	108	x	104	105

# Nothing new here: 3 of the compounds above.
SMILES	SK-OV-3	OVCAR-3	OVCAR-8	IGROV1	DU-145	OVCAR-5	OVCAR-4	NCI/ADR-RES
CC(=O)OCCOc1cc(Cl)c(Cl)cc1Cl	107	118	103	130	105	91	108	105
C=C(C)P(=O)(OC(C)CCl)OC(C)CCl (stereo not drawn)	108	112	104	102	105	108	101	107
CCN1CCN(CC(=O)Nc2nc3ccc(NCc4ccc([N+](=O)[O-])cc4)cc3s2)CC1	105	98	97	95	102	96	89	95

# Continued.
SMILES	SK-OV-3	OVCAR-3	OVCAR-8	IGROV1	DU-145	OVCAR-5	OVCAR-4	NCI/ADR-RES
COc1cc(NCCCCCNC(C)(C)C)c2ncccc2c1	97	81	102	37	112	110	23	85
CCOC(=O)c1c2ncccc2n2c(=O)n(-c3ccccc3Cl)nnc12	91	96	86	66	116	90	95	86
CCC1(C)COC(c2ccc3c(c2)OCO3)OC1 (stereo not drawn)	115	110	99	109	107	100	110	103
CCCCCCc1cc(N=Nc2ccc(S(=O)(=O)Nc3nnc(C)s3)cc2)c(O)cc1O	87	116	100	101	117	108	104	107
O=C(Nc1cc(Cl)cc(Cl)c1)Nc1ccc2c(ccn2C(=O)c2cccc(F)c2)c1	107	90	96	90	94	102	86	88
C=C1SC(=Nc2ccccc2Cl)N(C(=O)c2sc3ccccc3c2Cl)C12CCCCC2	83	59	60	301	87	108	60	54
O=c1c2c3c(sc2[nH]c(=S)n1-c1ccc([N+](=O)[O-])cc1)CCCCC3	94	96	99	97	102	99	93	94
COc1cc2oc(-c3ccc(NC(=O)c4ccc(C(F)(F)F)cc4)cc3)cc(=O)c2c(OC)c1OC	96	104	95	109	96	85	96	94
O=Cc1cc2ccccc2nc1Nc1nc2ccccc2s1	x	113	99	96	103	90	98	98
COc1cccc(-c2nc3occn3c2-c2ccnc(NCCCNS(=O)(=O)c3cccc(F)c3)n2)c1	86	88	72	89	94	135	72	86
c1c(-c2cc(C3CC3)[nH]n2)n[nH]c1C1CC1	96	117	102	111	111	94	109	99
CCCOC(=O)c1ccc(OCC)cc1	111	107	102	111	104	108	100	103
CC(C)CNCCOC(=O)c1ccc([N+](=O)[O-])cc1Cl	107	110	100	107	101	115	121	108
Nc1c(C(=O)Nc2cccc(C(F)(F)F)c2)sc2nc3c(cc12)C(=O)CCC3	91	96	x	97	106	82	99	99
COc1cccc2c1C(CCCC(=O)O)CCC2 (stereo not drawn)	103	111	112	106	111	106	104	113
CC(=O)/C=C(\C)Nc1ccccc1O	108	110	82	105	103	116	96	88
CC(=O)OCCCC[n+]1ccc(SCC(=O)n2ccc3ccccc32)c2ccccc21	93	100	98	87	110	103	92	95
COc1ccc(-c2cccc3c(=O)nc(N4CCOCC4)oc23)cc1	107	94	95	99	98	95	97	91
c1cncc(C2SCCCS2)c1	88	118	102	114	109	109	x	105
CCOC(=O)/C(C)=N\Nc1cccc([N+](=O)[O-])c1	108	102	97	106	113	92	96	103
COc1ccc(N=C2c3ccccc3-c3ccc([N+](=O)[O-])cc32)cc1	101	96	92	92	90	97	100	94
CCCCCCCCn1cc(C2=C(c3coc4ccc(OC)cc34)C(=O)NC2=O)c2ccccc21	x	107	94	104	106	91	106	101
COc1cc(OC)cc(C2CC(=O)Nc3c2c(C)nn3-c2nc3ccccc3[nH]2)c1 (stereo not drawn)	-2.9*	7.1*	18	15	53	50	42	64
COc1cc2c(cc1O)C(=O)CCCC2	108	101	117	65	117	93	94	95
O=C1/C(=C/c2ccc([N+](=O)[O-])o2)Oc2ccccc21	84	-70*	2.9*	-23*	-8.6*	8.6*	-69*	15
Cc1ccc(NCC(O)C(O)C(O)CO)cc1C (stereo not drawn)	100	102	88	110	103	103	112	113
COc1cc(C2C=C(C)N=C3SC=C(C)N32)cc(OC)c1OC (stereo not drawn)	-5.5*	x	9.1*	-50*	-27*	-46*	13	19
Cc1cn2c(/C=C/C(=O)c3c(F)cccc3F)c(-c3ccc(Cl)cc3)nc2s1	87	94	73	107	95	102	100	97
NNC(=O)CSc1nc2ccccc2c(=O)n1Cc1ccc(S(N)(=O)=O)cc1	114	114	104	111	114	100	113	104

# Screening data (PubChem)

# The order is random; about 9.5% have a hit in one of these screens.
